# TRb-SRC2 inh: TRbeta-SRC2 interaction inhibition; TRbeta-SRC2 peptide binding, fluorescence polarization; receptor liganded with 1 µM T3; Potency, µM (doses to about 106 µM), for inactives: top-dose activity change, negative = inhibition, usual class: inhibitors; P10828; 280,000 tested, 0.065% active;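 also: plate controls were bound peptide for no effect and peptide without receptor for full effect; nearly all actives have a fitted effect of over 50% in size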
#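 Read-out is fluorescence polarization (555 nm excitation, 632 nm emission) of a Texas Red SRC2 coactivator peptide; loss of signal reflects blocked binding to human TRb ligand-binding domain in the presence of 1 uM T3.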
# RGS12 GoLoco inh: RGS12 GoLoco-Gai1 interaction inhibition; Gai1:RGS12 GoLoco peptide FP, rhodamine, 10 min; Potency, µM (series often up to 61.6 µM), for inactives: at the highest dose activity, negative = inhibition, most hits filed as inhibitors; AID 880; 230,000 tested, 0.44% active; P63096; active = well fitted inhibition curve with a large enough effect, not every such curve was filed as active; inactive = no such curve, though single readings can be large or run the other way; also: % is scaled to controls: 0 for no effect and ±100 for the full control effect; nearly all actives have a fitted effect of over 30% in size; many of its hits are not listed in these tables
# TR SRC2 fluor cs: counter-screen for TRb-SRC2 inhibitors: fluorescence interference; TRb/SRC2 Texas Red total fluorescence interference; Potency, µM (titrated, usually from 106 µM), for the others: at the highest dose fluorescence change, negative = quenching; 280,000 tested, 0.29% active; AID 1479; active = well fitted curve in either direction with a large enough effect; inconclusive = small, poorly fitted or top-dose-only effect; also: % is scaled to controls: 0 for no effect and ±100 for the full control effect
#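 Human TRβ ligand-binding domain (0.6 uM) and Texas Red SRC2 peptide (20 nM) in Tris buffer with 1 uM T3 and 5% DMSO were incubated with pinned compound for 5 hr at ambient temperature. Total fluorescence was computed as S + 2P (555/632 nm).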
# RECQ1 inh: RECQ1 (human) helicase inhibition; RECQ1 DNA unwinding, red fluorescence kinetic read; Potency, µM (doses to about 57.3 µM), for the others: at the top dose activity, negative = inhibition, hits mostly inhibitors; P46063; 240,000 tested, 0.54% active; AID 2549;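 also: plate controls were vehicle for no effect and no enzyme for full effect; nearly all actives have a fitted effect of over 30% in size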
#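 50 nM RECQ1T1 preincubated 15 min with compound in Tris pH 8.0 buffer with MgCl2, DTT, Tween-20 and 2.5 ug/ml poly(dI-dC); started with 200 nM TAMRA/BHQ-2 forked duplex and 2 mM ATP. Unwinding read as fluorescence (525/598 nm), two reads 2 h apart.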
# KDM4E inh: inhibitors of human JMJD2E histone demethylase; B2RXH2; 230,000 tested, 1.6% active; Potency, µM (doses to about 57.1 µM), inactives show at the highest dose activity change, negative = inhibition, hits mostly inhibitors; JMJD2E catalytic domain, FDH-coupled NADH fluorescence (FDH is formaldehyde dehydrogenase); active = well fitted inhibition curve with a large enough effect, not every such curve was filed as active; inconclusive = small, poorly fitted or top-dose-only effect, or another doubt; inactive = no such curve, though single readings can be large or run the other way;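 also: 0% = wells with enzyme and -100% = buffer wells without enzyme; nearly all actives have a fitted effect of over 50% in size; many of its hits are not listed in these tables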
# Target sequence (B2RXH2 1-337 limits assumed): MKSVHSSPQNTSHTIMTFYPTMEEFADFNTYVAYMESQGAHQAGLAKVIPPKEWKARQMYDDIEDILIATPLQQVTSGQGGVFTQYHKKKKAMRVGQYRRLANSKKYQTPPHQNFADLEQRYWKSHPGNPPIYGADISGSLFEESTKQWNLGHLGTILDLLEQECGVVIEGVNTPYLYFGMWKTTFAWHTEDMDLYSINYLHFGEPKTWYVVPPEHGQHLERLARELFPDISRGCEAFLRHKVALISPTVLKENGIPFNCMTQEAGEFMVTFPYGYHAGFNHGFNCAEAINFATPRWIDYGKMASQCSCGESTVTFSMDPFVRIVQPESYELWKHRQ
# ALDH1A1 inh: ALDH1A1 (human) enzyme inhibition. P00352. Purified ALDH1A1, NADH fluorescence, propionaldehyde substrate. Potency, µM (series often up to 75.3 µM), for inactives: at the highest dose activity, negative = inhibition, most hits filed as inhibitors. 220,000 tested, 7.3% active; active = well fitted inhibition curve with a large enough effect, not every such curve was filed as active; inconclusive = small, poorly fitted or top-dose-only effect, or another doubt; inactive = no such curve, though single readings can be large or run the other way;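 also: plate controls were no enzyme wells and a reference inhibitor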
# Target sequence (P00352 whole entry, looked up): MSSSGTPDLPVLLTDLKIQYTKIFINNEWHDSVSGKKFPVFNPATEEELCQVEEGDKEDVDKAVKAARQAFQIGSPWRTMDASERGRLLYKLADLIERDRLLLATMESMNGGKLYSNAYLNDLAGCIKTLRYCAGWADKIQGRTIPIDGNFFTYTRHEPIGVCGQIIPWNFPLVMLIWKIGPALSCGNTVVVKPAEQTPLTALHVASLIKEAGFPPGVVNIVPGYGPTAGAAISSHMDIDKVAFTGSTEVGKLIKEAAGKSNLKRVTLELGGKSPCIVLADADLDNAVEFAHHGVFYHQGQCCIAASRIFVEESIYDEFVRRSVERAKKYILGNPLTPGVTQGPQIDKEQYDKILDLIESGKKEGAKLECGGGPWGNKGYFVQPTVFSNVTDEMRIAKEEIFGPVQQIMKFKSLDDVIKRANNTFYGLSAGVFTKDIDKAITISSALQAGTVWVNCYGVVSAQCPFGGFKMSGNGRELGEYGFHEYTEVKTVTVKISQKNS
# SMN2 splice enh: increases expression of the SMN2 splice variant | HEK293 SMN2-luciferase splicing reporter, luminescence, 30-36 h | Potency, µM (doses to about 46.1 µM), without a hit: top-dose activity change, positive = activation, usual class: activators | 210,000 tested, 2.8% active | AID 1458; also: % of control where 0% means no effect; nearly all actives have a fitted effect of over 55% in size
#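 HEK293 cells carry an SMN2 […]–luciferase reporter in which exon 7 inclusion puts luciferase in frame. Cells were plated 10-12 h before compound addition, then incubated 30-36 h at 37C. ONE-Glo luminescence was read; sodium butyrate at 4.5 mM final served as control.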
# LMNA splice mod: LMNA splicing modulation; HeLa LMNA splicing GFP/RFP minigene ratio, 48 h; 200,000 tested, 0.01% active; Potency, µM (top dose mostly 46.1 µM), without a hit: at the top dose ratio change, negative = inhibition, hits mostly inhibitors; active = well fitted inhibition curve with a large enough effect in the signal ratio, with a control signal flat, not every such curve was filed as active; inconclusive = small, poorly fitted or top-dose-only effect, or effect the other way, or a change in a side signal; the % refers to the signal ratio; also: % is scaled to controls: 0 for no effect and ±100 for the full control effect
#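 S3 HeLa stable clones carrying a lamin A-EGFP splicing minigene plus DsRed2 were seeded at 600 cells/well in Opti-MEM with 2% FBS, pin-dosed and incubated 48 h at 37°C. Acumen cytometry (488 nm) gave the GFP/RFP total-intensity ratio.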
# * hit, by the source's call; i = inactive; ? = inconclusive; . = not tested or not shown; & = joins results of further samples; [ ] = remark or other dose. Unless noted, calls follow the shape of the dose curve; as a rule, active = well fitted curve in the direction sought with a large enough effect; inconclusive = small, poorly fitted or top-dose-only effect, or another doubt; inactive = no such curve, though single readings can be large; an effect the other way counts as inactive or inconclusive. Potency is read from the fitted curve at half-maximal effect.
mol	TRb-SRC2 inh	RGS12 GoLoco inh	TR SRC2 fluor cs	RECQ1 inh	KDM4E inh	ALDH1A1 inh	SMN2 splice enh	LMNA splice mod
CS(=O)(=O)N(CC(=O)Nc1ccc2c(c1)OCO2)c1ccc2c(c1)OCO2	-1%	17%	-2%	0%	-2%	5%	10%	-9%
CS(=O)(=O)c1ccc2nc(NC3(C(F)(F)F)N=C4SCCN4C3=O)sc2c1 (stereo not drawn)	4%	9%	-2%	-5%	2%	5%	12%	3%
COc1ccc(C(=O)N2CCN(S(=O)(=O)c3ccc(C)cc3C)CC2)cc1OC	4%	-5%	1%	7%	-1%	-10%	-12%	?
COc1ccc(-n2ccnc2SCC(=O)NCc2ccccc2)c(OC)c1	5%	0%	0%	-1%	-3%	2%	-49%[inhibitor]	.
CC(C)(C)C(=O)Nc1ccc(-c2cc3cc(Cl)ccc3o2)cc1	-2%	1%	-1%	i	-8%	.	.	.
Cn1c(NCCCN2CCOCC2)nc2c1c(=O)n(Cc1ccc(Cl)cc1)c(=O)n2C	-9%	-12%	2%	i	1%	11%	-15%	-1%
CN(C)S(=O)(=O)c1ccc(Cl)c(NC(=O)CSc2nc3ccccc3c(=O)n2CCCN2CCOCC2)c1	1%	24%	-2%	-10%	0%	?	-1%	-12%
COC(=O)c1[nH]c(C)c(/C(O)=C2\C(=O)C(=O)N(CCN3CCOCC3)C2c2ccco2)c1C (stereo not drawn)	0%	3%	0%	-6%	-12%	.	.	.
CCOc1ccc(CNC(=O)CCc2cn(C)c3ccccc23)cc1OC	0%	8%	3%	-5%	?	4%	12%	.
CCOC(=O)c1cccc(N/C=C/C(=O)c2ccc(OC)c(OC)c2)c1	6%	7%	1%	-9%	?	?	64%	-15%
CC(C)[C@@H]1NC(=O)c2cc([N+](=O)[O-])cc(I)c2OCC[C@@H](C(N)=O)NC(=O)[C@H](CCC(=O)O)NC1=O	2%	10%	-7%	7%	0%	4%	21%	-3%
Cc1ccc(C(=O)NC2CCN(C(=O)N3CCOCC3)CC2)cc1	-4%	-4%	3%	i	5%	6%	-9%	0%
O/N=C/c1ccn(-c2ccc(Br)cc2)c1	3%	-1%	-7%	-11%	7%	8%	10%	0%[46 µM]
Cc1ccc(C(=O)NNC(=S)NC(=O)c2ccc(Cl)cc2Cl)cc1	3%	3%	1%	i	?	-2%	-11%	?
Cc1ccc(CNC(=S)N(C)C)cc1	1%	6%	2%	13%	-7%	.	.	.
CCN1CCCC1CN(Cc1cc2ccc(C)cc2[nH]c1=O)C(=S)Nc1ccc(F)cc1 (stereo not drawn)	-4%	7%	5%	i	6%	4%	.	-1%[46 µM]
CC(C)NCC(O)COc1cccc2ccccc12 (stereo not drawn)	4%	-2%&-16%&5%&6%&1%&3%	0%	-1%&-4%&-2%&-4%	4%&-12%&0%	-8%&-12%&-5%&13%	-24%&8%&-55%&-11%	3%
Cc1c(NC(=O)CN2C(=O)NC(C)(c3ccccc3)C2=O)c(=O)n(-c2ccccc2)n1C (stereo not drawn)	14%	-6%	8%	-4%	0%	2%	?	-19%
COc1ccc(C)cc1S(=O)(=O)N(C)CC(=O)N1CCN(c2ccccc2)CC1	2%	6%	-1%	9%	-2%	3%	1%	13%[46 µM]
O=[N+]([O-])c1ccccc1SNc1ccccn1	0%	-1%	-3%	-5%	10%	20µM*	-17%	?
O=C(CCn1c(=O)[nH]c2ccsc2c1=O)N(CCc1ccccc1)Cc1ccccc1	3%	0%	0%	i	2%	?	-16%	?
COc1cc(S(=O)(=O)N2CCCCC2)ccc1NC(=O)c1ccc(F)cc1	-1%	-5%	-2%	-3%	?	?	-13%	5%
CCOC(=O)N1CCC(NC(=O)Cc2cn(C)c3ccccc23)CC1	-13%	-1%	0%	-5%	?	-11%	1%	-6%
O=C(NN1C(=O)C2C(c3ccccc3)C=CC(c3ccccc3)C2C1=O)c1ccccc1 (stereo not drawn)	-3%	-5%	-1%	-5%	4%	-7%	-17%[1.84 µM]	-17%
Cc1ccc(S(=O)(=O)N2CCN(CC(=O)N/N=C/c3ccccc3OCC(=O)O)CC2)cc1	-6%	-2%	-1%	-5%	-15%	.	.	.

# Going on with the list:
mol	TRb-SRC2 inh	RGS12 GoLoco inh	TR SRC2 fluor cs	RECQ1 inh	KDM4E inh	ALDH1A1 inh	SMN2 splice enh	LMNA splice mod
C=CCc1ccccc1OC[C@H](O)CNC(C)C	3%[53 µM]	-5%[21.6 µM]	-12%[53 µM]	i	2%[25.5 µM]	12%[20.9 µM]	2%[20.6 µM]	?
COc1ccc(CCNC(=O)C2CCN(c3ccc(N4CCOCC4)nn3)CC2)c(OC)c1	-3%	8%	1%	-6%	?	?	-18%	0%
CCOc1cc(S(=O)(=O)Nc2ccccn2)ccc1F	1%	1%	1%	i	?	?	9%	-4%
CNc1nc(Cl)c(SC)c(N2CCOCC2)n1	-2%	10%	-3%	7%	3%	1%	4%	.
CCN1/C(=C2\OC(=S)N(C)C2=O)C=Cc2ccccc21	?	31%[activator]	2%	?	-1%	2%	-10%	9%[9.22 µM]
O=c1nc(NC2CCCC2)ccn1Cc1cccc(Br)c1	3%	3%	3%	-7%	-3%	13%	49%	-1%
OC1CCN(c2c3c(nc4cc(-c5ccc(F)cc5)nn24)CCC3)CC1	-3%	0%	-1%	i	?	6%	-7%	?
O=C(/C=C/c1ccco1)NCC(=O)N/N=C/c1ccc([N+](=O)[O-])cc1	0%	1%	0%	-11%	-9%	?	-6%	-5%[46 µM]
Nc1ccc(Br)c[n+]1Cc1cccc2cccnc12	2%	-6%	0%	9%	-12%	.	.	.
CC(=O)Nc1ccc(N(C(=O)c2ccco2)C(C(=O)NC2CCCC2)c2cccs2)cc1 (stereo not drawn)	-7%	-2%	-3%	6%	1%	-7%	16%	.
Cc1nc2ccccc2nc1OCc1cccc(Cl)c1	-15%	1%	1%	-3%	?	-3%	-15%	-5%
O=C(O)c1ccc(-c2nc(-c3ccccc3)cs2)cc1	-3%	-3%	-1%	6%	?	-10%	10µM*	-14%[46 µM]
COc1ccc(C(=O)NCC(=O)NCC(=O)OCC(=O)c2cccs2)cc1	-7%	-1%	-1%	-5%	?	16µM*	1%	4%
O=C(c1ccc(Cl)c(Cl)c1)N1CCCC1	-4%	5%	-1%	i	8%	2%	-3%	8%
COCCCNC(=O)CN1C(=O)CSc2ncccc21	9%	2%	2%	i	2%	14%	7%	-3%
COc1c2ccccc2c(OC)c2ccccc12	-3%	1%	-5%	i	?	?	-15%	.
C/C(=C\c1cccs1)C(=O)c1c(C)cc(C)[nH]c1=O	7%	12%	-1%	-1%	9%	.	.	.
CC(C)COC(=O)Nc1ccccc1C(=O)N1CCOCC1	-2%	4%	-1%	-4%	0%	3%	9%	-10%
Oc1ccc(F)c2cccnc12	-3%	5%	-6%	-2%	20µM*	17%	.	.
CCCCn1nnc(NC(=O)COc2cc(C)ccc2C(C)C)n1	-3%	5%	-1%	0%	6%	0%	-1%	?
Cc1ccc(C(=O)NNC2=Nc3cc([N+](=O)[O-])ccc3OC2)cc1	-6%	8%	-6%	-5%	1%	.	.	.
Cc1[nH]c2ccccc2c1/C=N\NC(=O)Cn1nnc(-c2ccccc2)n1	-12%	-6%	0%	-3%	4%	6%	-2%	-9%
COc1ccccc1OCC(=O)Nc1ccc(S(=O)(=O)NC(C)=O)cc1	-5%	5%	-7%	i	-6%	4%	24%	-7%
CCOC(=O)NC1(C(F)(F)F)C(=O)NC(C)=C1C(=O)OC (stereo not drawn)	6%	3%	1%	-4%	-6%	8%	15%	-5%
OCC1(Cc2ccc(Cl)cc2)CCN(CCCc2ccccc2)CC1	-3%	12%	-1%	3%	-5%	-1%	-18%	?

# Carrying on.
mol	TRb-SRC2 inh	RGS12 GoLoco inh	TR SRC2 fluor cs	RECQ1 inh	KDM4E inh	ALDH1A1 inh	SMN2 splice enh	LMNA splice mod
CCOC(=O)C1CCCN(C(=O)c2ccc(CS(=O)(=O)Cc3ccccc3C)o2)C1 (stereo not drawn)	7%	-8%	1%	-1%	1%	2%	10%	7%
FC(F)(F)c1cnc(N2CCSCC2)c(Cl)c1	-3%	3%	1%	-9%	-6%	4%	.	8%[46 µM]
CCOC(=O)c1c(C)[nH]c(C)c1C(=O)COC(=O)/C=C/c1cccc(F)c1	0%	-3%	-2%	-6%	2%	?	3%	-12%
Cc1cc(C)cc(C(=O)NC(CC(N)=O)c2ccc(NC3CCCCCC3)c([N+](=O)[O-])c2)c1 (stereo not drawn)	2%	1%	-1%	-4%	3%	.	.	.
COc1cc(C(=O)Nc2ccc(S(=O)(=O)Nc3ncccn3)cc2)c([N+](=O)[O-])cc1OC	0%	5%	-4%	-8%	-2%	-9%	-21%	.
CCOC(=O)C1CCN(C(=O)CN(Cc2ccc(Cl)cc2)S(C)(=O)=O)CC1	-19%	8%	-3%	-3%	5%	-17%	-11%	-9%
O=C(O)[C@H]1Cc2ccccc2CN1S(=O)(=O)c1ccc(F)cc1	2%	1%	-1%	-7%	8%	.	.	.
O=C(Cn1ncc2c3ccccc3n(Cc3ccc(F)cc3)c2c1=O)N1CCN(c2ncccn2)CC1	-10%	12%	0%	i	?	?	43%	-8%
COc1ccccc1-n1c(SCC(=O)c2ccc(O)cc2O)nc2cc([N+](=O)[O-])ccc21	0%[53 µM]	15%	-3%[53 µM]	-13%	-5%	-4%	6%	?
COc1ccccc1CNC(=O)CSc1nnc2c(Cl)cc(C(F)(F)F)cn12	-1%	3%	?	-7%	?	0%	-4%	-8%
Cc1nn(CCC#N)c(C)c1Oc1ccccc1O	2%	7%	0%	-5%	2%	.	.	.
Cc1ccc(C)c(OCC(=O)Nc2cc(C)on2)c1	-3%	-6%	1%	1%	11%	15%	16%	-6%
O=C1c2cccc3c(O)ccc(c23)C(=O)N1Cc1ccccc1	-3%	11µM*	2%	?	-1%	-8%	-19%	?
C/C(=N\Nc1nc(N)cc(Cl)n1)c1cccc([N+](=O)[O-])c1	-19%	-1%	-6%	i	3%	?	-5%	-2%

# An excerpt, so the mix of outcomes need not match the whole.
